# TAAR1 agonist: agonists of human TAAR1 | actives 0.99% (n = 360,000) | CHO RD-HGA16 TAAR1, Fluo-8 calcium fluorescence; vehicle wells 0%, saturating PEA agonist 100% | AID 624467 | Q96RJ0 | activation, % at 3 µM;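 active = activation above the mean activation of all test compounds in the run plus 3 SD, cut at about 38% in these data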
#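 Repeats: no replicates (n 1) | Material: CHO-derived RD-HGA16 cells with stable Gα16 and human TAAR1 | Technique: Kinetic Fluo-8 calcium fluorescence | Schedule: 17-24 h seeding, 75 min 37 °C dye, 30 min RT | Evaluation: % activation from peak over basal fluorescence ratio, DMSO-to-PEA scaled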
# CHRM4 PAM: potentiates acetylcholine response at human M4 receptor | P08173 | CHO-K1 hM4/Gqi5, Fluo-8 calcium fluorescence, ACh EC20; 0% = ACh EC20, 100% = maximal ACh | activation, % at 3 µM | actives 0.4% (n = 360,000) | AID 624126;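 active = activation above its plate's cutoff, the mean activation of sample wells plus 3 SD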; note: some results filed as inactive read as strong as hits
# Target sequence (P08173 whole entry, looked up): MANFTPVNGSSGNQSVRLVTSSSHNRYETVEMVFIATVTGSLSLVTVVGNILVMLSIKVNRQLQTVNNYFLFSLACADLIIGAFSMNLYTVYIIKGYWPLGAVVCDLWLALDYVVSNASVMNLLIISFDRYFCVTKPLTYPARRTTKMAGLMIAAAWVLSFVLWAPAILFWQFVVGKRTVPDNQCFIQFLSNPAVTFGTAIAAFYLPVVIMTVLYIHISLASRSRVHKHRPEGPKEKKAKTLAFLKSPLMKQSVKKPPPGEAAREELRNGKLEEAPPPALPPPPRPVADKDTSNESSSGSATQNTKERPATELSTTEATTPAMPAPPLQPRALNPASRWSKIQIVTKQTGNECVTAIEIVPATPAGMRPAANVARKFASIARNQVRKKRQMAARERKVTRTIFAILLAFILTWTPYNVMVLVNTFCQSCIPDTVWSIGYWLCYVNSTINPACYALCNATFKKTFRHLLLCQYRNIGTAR
# CHRM5 PAM: positive allosteric modulators of human muscarinic M5 receptor; CHO-K1 hM5, Fluo-8 calcium, ACh EC20 PAM; 0% = ACh EC20, 100% = ACh EC100; activation, % at 3 µM; actives 0.3% (n = 360,000); P08912;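 active = activation above the run cutoff, the mean activation of all test compounds plus 3 SD, cut at about 18% in these data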
# Target sequence (P08912 whole entry, looked up): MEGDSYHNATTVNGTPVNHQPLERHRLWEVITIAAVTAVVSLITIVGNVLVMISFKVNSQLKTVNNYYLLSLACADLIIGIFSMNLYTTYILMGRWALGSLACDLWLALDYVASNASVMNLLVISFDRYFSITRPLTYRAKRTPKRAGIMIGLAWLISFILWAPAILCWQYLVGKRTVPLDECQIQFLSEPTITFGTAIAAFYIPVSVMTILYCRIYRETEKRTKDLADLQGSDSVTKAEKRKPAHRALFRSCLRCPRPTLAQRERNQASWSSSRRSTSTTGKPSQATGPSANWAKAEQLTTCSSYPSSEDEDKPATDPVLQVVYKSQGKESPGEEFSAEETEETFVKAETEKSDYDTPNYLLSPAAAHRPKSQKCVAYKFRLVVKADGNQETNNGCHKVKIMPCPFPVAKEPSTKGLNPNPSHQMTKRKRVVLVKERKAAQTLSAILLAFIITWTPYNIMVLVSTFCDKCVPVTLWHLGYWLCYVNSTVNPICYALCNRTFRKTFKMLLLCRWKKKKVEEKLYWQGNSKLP
#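 system = human M5 receptor in CHO-K1 cells | reagent = EC20 acetylcholine as agonist stimulus | compound dosing = single-point, 3 µM nominal | incubation = Fluo-8 loading 80 min at 37 °C plus 30 min room temperature | detection = Fluo-8 calcium dye fluorescence, kinetic read | benchmarks = low control EC20 acetylcholine (0%), high control EC100 acetylcholine (100%)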
# M1 PAM parental: nonselective activator or artifact in parental CHO-K1 calcium assay; ATP EC20, Fluo-8 calcium fluorescence; 0% at ATP EC20, 100% at ATP max; activation, % at 3 µM; actives 0.02% (n = 360,000);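 active = activation above the run cutoff, the mean activation of all test compounds plus 3 SD, cut at about 40% in these data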;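 note: peak over basal fluorescence ratio in a 140 s read after ATP addition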
# CHRM5 antagonist: CHRM5 antagonism in calcium assay. P08912. inhibition, % at 3 µM. AID 624040. actives 0.59% (n = 360,000). CHO-hM5 cells, Fluo-8 calcium fluorescence, ACh EC80;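 active = inhibition above a per-plate cutoff, the mean of that plate's test compounds plus 3 SD, cut at about 27% in these data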;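 note: 0% = acetylcholine EC80 with DMSO and 100% = DMSO without agonist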
# CRFR2-BP antag: CRF-BP/CRF-R2 complex antagonism; HEK293 CRF-R2/CRF-BP, CRF-induced calcium fluorescence; inhibition, % at 11.8 µM; actives 0.59% (n = 350,000); AID 588475;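 active = inhibition of the ligand-induced calcium signal above about 50% at the single tested concentration, limit read from the data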
# TAAR1 antag: antagonists of human TAAR1. Q96RJ0. CHO RD-HGA16 TAAR1, Fluo-8 calcium fluorescence, antagonist. inhibition, % at 3 µM. actives 1.5% (n = 360,000);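 active = inhibition above a per-plate cutoff, the mean inhibition of test compounds on that plate plus 3 SD, cut at about 49% in these data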;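 note: 0% = DMSO plus EC80 beta-PEA response and 100% = DMSO alone without agonist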
#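 Test system – hTAAR1-expressing CHO RD-HGA16 cells, Gα16-coupled · Reagent – β-PEA at EC80 concentration, post-compound challenge · Compound dosing – 3 µM, single point · Timing – 140 s kinetic read after compound, 140 s after agonist · Detection – Fluo-8 intracellular calcium dye fluorescence, real-time kinetic reads · Control set – DMSO and EC80 PEA controls · Repeats – n of 1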
# CRFBP-R2 agonist: CRF-BP/CRF-R2 complex agonism. HEK293 CRF-R2/CRF-BP, calcium dye fluorescence (FLIPR); percent of saturating CRF peptide response. actives 0.46% (n = 350,000). AID 588473. activation, % at 13.2 µM;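 active = activation of at least 50%, plus an integration ratio under a set limit after plate pattern correction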;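 note: plate controls were neutral control wells without compound for no effect and CRF at EC100 for full effect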
# CHRM5 agonist: agonists of human muscarinic M5 receptor (CHRM5); CHO-K1 hM5 cells, Fluo-8 calcium fluorescence; 0% DMSO wells, 100% maximal acetylcholine response; actives 0.19% (n = 360,000); activation, % at 3 µM; AID 624037;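 active = activation above the run's mean over test compounds plus 3 SD, cut at about 23% in these data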;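 note: signal is peak over basal fluorescence ratio across the kinetic read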
# An asterisk follows results filed as active; nt = not tested or not shown; & = joins results of further samples.
[1] CC1CN(CC(=O)Nc2ccc([N+](=O)[O-])cc2Br)CC(C)O1 (stereo not drawn)
[2] O=C(NCC(=O)N1CCN(Cc2ccccc2)CC1)c1cc(Cl)cc([N+](=O)[O-])c1
[3] O=C(c1cccs1)N(c1ccc(Br)cc1)C1C=CS(=O)(=O)C1 (stereo not drawn)
[4] Cc1c(N(CC(=O)O)S(=O)(=O)c2ccccc2)c(=O)n(-c2ccccc2)n1C
[5] COc1ccc([N+](=O)[O-])cc1NC(=O)CCN1CCN(c2ccccc2)CC1
[6] COC(=O)c1ccc(/C=C2\Oc3ccccc3NC2=O)cc1
[7] CC(C)Oc1ccc2c3c(c(=O)oc2c1)CCC3
[8] Cc1cc(SCc2ccccc2Cl)nc(=O)[nH]1
[9] O=c1oc2ccccc2c(O)c1C=NCc1ccccn1
[10] Cc1ccc(S(=O)(=O)N2CCN(c3nccnc3C#N)CC2)cc1
assay / compound	1	2	3	4	5	6	7	8	9	10
TAAR1 agonist	3	3	16	3	4	4	17	-1	1	-1
CHRM4 PAM	-11	15	12	-4	-13	1	14	0	12	10
CHRM5 PAM	0	7	3	4	-12	-4	2	4	-1	9
M1 PAM parental	-9	10	25	16	9	10	9	-5	19	-13
CHRM5 antagonist	10	9	-11	-10	6	10	-1	1	1	1
CRFR2-BP antag	-5	-6	15	-34	-18	15	10	-6	4	6
TAAR1 antag	-15	1	-4	-14	2	-24	-1	-36	2	-13
CRFBP-R2 agonist	4.4	-1.1	0.3	26	-0.9	-0.9	-1.6	-0.6	2.4	-3.3
CHRM5 agonist	2	-2	-2	-3	3	-2	0	1	-2	4

[11] CCOc1ccc(OCc2ccc(C(=O)Nc3cccnc3)o2)cc1
[12] CCN(CC)S(=O)(=O)c1ccc2oc(C(=O)NCc3ccc(C)cc3)c(C)c2c1
[13] COc1ccc([C@@H]2CC(=O)c3c(O)cc(O)cc3O2)cc1O
[14] CC1CCC(NC(=O)c2nn(C)c(=O)c3ccccc23)CC1 (stereo not drawn)
[15] COc1cccc(-c2csc(NC(=O)C3CC3)n2)c1
[16] CC1CC(O)C2C3(C)CCCC2(COC3=O)C12CCC1(CCOC1=O)O2 (stereo not drawn)
[17] COc1ccc(C2=NN(CCC(=O)NC3CCCCC3C)C(=O)CC2)cc1 (stereo not drawn)
[18] C/C(N)=C(/C#N)C(=O)COC(=O)c1cc(C)n(-c2ccc(F)cc2)c1C
[19] O=S1(=O)CCN(C(CCO)c2cccc(C(F)(F)F)c2)CC1 (stereo not drawn)
[20] Cc1cccc(N2CC(C(=O)NCc3ccco3)CC2=O)c1C (stereo not drawn)
assay / compound	11	12	13	14	15	16	17	18	19	20
TAAR1 agonist	8	0	1	-1	-1	1	0	3&6	1	-2
CHRM4 PAM	-7	-10	-3	9	-6	4	15	-5&1	1	1
CHRM5 PAM	-12	-10	-2	2	-2	-5	1	-10&-4	5	-9
M1 PAM parental	2	22	6	16	-8	-11	-1	-8&19	25	6
CHRM5 antagonist	8	20	-2	-6	1	5	-3	9&-8	7	4
CRFR2-BP antag	-19	2	-19	-3	0	nt	12	8&13	-2	5
TAAR1 antag	20	18	-7	-19	14	-14	-22	9&32	-8	-12
CRFBP-R2 agonist	0.4	-0.7	-0.1	-1.8	0.8	nt	-1.9	-1.9&-2.1	-0.6	-1.0
CHRM5 agonist	-1	0	2	-2	1	1	-1	1&2	-3	3

[21] O=C1CCCN1CCC1CCN(C2CC(=O)N(Cc3ccc(N4CCCC4=O)cc3)C2=O)CC1 (stereo not drawn)
[22] C[C@@H]1CN([C@@H](C)CO)C(=O)CCCn2nncc2CO[C@H]1CN(C)C(=O)CCC(F)(F)F
[23] COc1ccc2[nH]cc(CCNS(=O)(=O)c3ccc(C)cc3)c2c1
[24] COc1ccc(NC(=O)c2nc(SC)ncc2Cl)cc1
[25] O=C(NC1CCCCC1)C(c1ccc(F)cc1)N(C(=O)Cc1ccsc1)c1ccc(F)cc1 (stereo not drawn)
[26] O=C(N/N=C\c1ccc(OCC(=O)N2CCCC2)cc1)C(=O)Nc1ccccc1F
[27] CC1=C(C#N)C(Nc2cccc(C)n2)(C(F)(F)F)C(=O)N1 (stereo not drawn)
[28] Cn1c(=O)c2c(-c3ccccc3)n(-c3cc(Cl)c([N+](=O)[O-])cc3O)cc2n(C)c1=O
[29] COc1cc(OC)cc(C(=O)NCCCNC(=O)c2ccccn2)c1
[30] COc1cccc(/C=N/NC(=O)c2ccc(COc3ccc(Cl)cc3Cl)o2)c1
assay / compound	21	22	23	24	25	26	27	28	29	30
TAAR1 agonist	10	1	-1	0	0	3	10	0	2	7
CHRM4 PAM	4	-3	-1	7	2	0	0	-3	-2	-2
CHRM5 PAM	2	-2	0	-7	2	0	-5	1	-3	-3
M1 PAM parental	7	-4	14	-10	24	22	16	19	0	12
CHRM5 antagonist	0	2	2	13	-6	-5	1	0	10	4
CRFR2-BP antag	8	3	-9	1	-8	-6	4	nt	-17	-1
TAAR1 antag	-7	-20	10	-13	-14	9	-1	-2	7	32
CRFBP-R2 agonist	0.7	-0.7	-0.3	-6.1	-0.5	-2.4	-0.4	nt	-1.4	2.2
CHRM5 agonist	1	0	5	-7	0	6	-1	2	-1	-3

[31] O=C(NNC(=O)c1cccc(-n2cccc2)c1)c1ccc(F)cc1
[32] Cc1ccc2nc(NCc3ccco3)c(C=NCc3ccco3)c(=O)n2c1
[33] O=C1c2ccccc2C(=O)N1CCC#Cc1ccc2cc(CCCO)oc(=O)c2c1
[34] CCOC(=O)c1nn(-c2ccc(Cl)cc2)c2nnc(Cc3ccccc3)c(=O)n12
[35] COc1c(Cl)cc(C(=O)Nc2ccccc2C(=O)O)cc1Cl
[36] COc1ccc(NC(=O)CSc2nc(-c3ccco3)nc3cc(=O)[nH]n23)cc1Cl
[37] COc1ccc(Cl)cc1NC(=O)NCc1ccco1
[38] COc1ccc(C(=O)OCC(=O)Nc2cccc(S(=O)(=O)NC3=NCCCCC3)c2)cc1[N+](=O)[O-]
[39] COc1ccc([C@@H]2[C@@H]3C(=O)N(C(C)(C)C)C(=O)[C@@H]3[C@]3(Cc4ccc(Cl)cc4)C(=O)N(c4ccc(OC)cc4)C(=O)N23)cc1
[40] Cc1cc(C)c(NC(=O)CNC(=O)CN2C(=O)NC3(CCCc4ccccc43)C2=O)c(C)c1 (stereo not drawn)
assay / compound	31	32	33	34	35	36	37	38	39	40
TAAR1 agonist	0	11	19	3	12	7	-1	17	9	0
CHRM4 PAM	-3	8	-5	-3	6	5	0	-1	-3	2
CHRM5 PAM	-5	-2	-7	-7	-8	3	-5	-2	5	3
M1 PAM parental	-10	-8	6	0	8	13	14	2	8	9
CHRM5 antagonist	4	-12	0	8	9	-1	14	-4	4	10
CRFR2-BP antag	12	4	-6	3	25	12	10	-4	2	5
TAAR1 antag	-25	-38	69*	-12	-17	1	7	10	2	6
CRFBP-R2 agonist	0.8	6.9	-0.3	-1.0	-0.5	-1.7	-0.9	6.5	2.2	0.4
CHRM5 agonist	3	1	10	-6	2	-2	-4	-4	0	0

[41] O=C(Nc1cccnc1)c1sc(Nc2ccccc2)nc1-c1ccccc1
[42] CCC(CC)c1nnc(NC(=O)c2ccc3ccccc3n2)s1
[43] COC(=O)c1ccc2c(=O)n(CC3CCCO3)c(SCC(=O)Nc3ccccc3Cl)nc2c1 (stereo not drawn)
[44] CCOC(=O)C1=C(COC(=O)C2CC(=O)N(c3ccccc3F)C2)NC(=O)NC1C (stereo not drawn)
[45] CC1(C)Cc2c(cnn2-c2ccccc2)C(NC(=O)CCc2ccncc2)C1 (stereo not drawn)
[46] CSc1cccc(CN2CCC(CCC(=O)NC3CC3)CC2)c1
[47] CC(=O)N1CCN(Cc2nc3cc(NC(=O)c4cccs4)ccc3n2C)CC1
[48] COc1cccc(CNC(=O)CNC(=O)N2CC(=O)Nc3ccccc32)c1
[49] Nc1ccccc1S(=O)(=O)NCCCCc1ccccc1
[50] Cc1cc(S(=O)(=O)Nc2ccc(C(=O)N3CC(C)OC(C)C3)cc2)ccc1F (stereo not drawn)
assay / compound	41	42	43	44	45	46	47	48	49	50
TAAR1 agonist	14	16	6	0	1	2	2	2	4	3
CHRM4 PAM	-24	1	3	2	-4	-12	-11	-3	2	6
CHRM5 PAM	-15	-3	-4	-6	-3	0	-4	-2	1	-3
M1 PAM parental	10	16	11	3	6	-23	3	10	18	-3
CHRM5 antagonist	13	-2	4	3	3	15	19	-4	3	2
CRFR2-BP antag	-84	-22	-10	-3	5	-3	7	-12	5	9
TAAR1 antag	59*	2	17	-1	-2	-10	3	-11	-8	-10
CRFBP-R2 agonist	5.9	-3.0	-0.5	-0.4	-0.3	2.8	-0.9	1.2	-1.2	-0.9
CHRM5 agonist	2	-6	-1	5	-5	-10	-2	0	-4	2

# Shown with tabs: entries from further up
no.	compound	TAAR1 agonist	CHRM4 PAM	CHRM5 PAM	M1 PAM parental	CHRM5 antagonist	CRFR2-BP antag	TAAR1 antag	CRFBP-R2 agonist	CHRM5 agonist
44	CCOC(=O)C1=C(COC(=O)C2CC(=O)N(c3ccccc3F)C2)NC(=O)NC1C (stereo not drawn)	0	2	-6	3	3	-3	-1	-0.4	5
45	CC1(C)Cc2c(cnn2-c2ccccc2)C(NC(=O)CCc2ccncc2)C1 (stereo not drawn)	1	-4	-3	6	3	5	-2	-0.3	-5
46	CSc1cccc(CN2CCC(CCC(=O)NC3CC3)CC2)c1	2	-12	0	-23	15	-3	-10	2.8	-10
47	CC(=O)N1CCN(Cc2nc3cc(NC(=O)c4cccs4)ccc3n2C)CC1	2	-11	-4	3	19	7	3	-0.9	-2
48	COc1cccc(CNC(=O)CNC(=O)N2CC(=O)Nc3ccccc32)c1	2	-3	-2	10	-4	-12	-11	1.2	0
49	Nc1ccccc1S(=O)(=O)NCCCCc1ccccc1	4	2	1	18	3	5	-8	-1.2	-4
50	Cc1cc(S(=O)(=O)Nc2ccc(C(=O)N3CC(C)OC(C)C3)cc2)ccc1F (stereo not drawn)	3	6	-3	-3	2	9	-10	-0.9	2

# Next part.
[51] COc1c(Br)cc(Br)cc1/C=C1/C(=O)N=C(N)N1C
[52] COC(=O)C1=C(C)N(Cc2ccccc2)C(=NCc2ccccc2)N[C@H]1c1cccc(C(F)(F)F)c1
[53] Cc1cc(C(=O)Cn2cnc3ccccc3c2=O)c(C)n1C1CC1
[54] CCc1ccc(C2CC(=O)NC(SCC(=O)OC(C)C)=C2C#N)cc1 (stereo not drawn)
assay / compound	51	52	53	54
TAAR1 agonist	11	nt	0	1
CHRM4 PAM	-4	-1	2	0
CHRM5 PAM	6	-1	-4	-6
M1 PAM parental	-14	1	-12	7
CHRM5 antagonist	-9	11	8	-3
CRFR2-BP antag	-17	-10	-9	-25
TAAR1 antag	-26	nt	-6	-2
CRFBP-R2 agonist	0.3	3.6	-2.7	-0.1
CHRM5 agonist	2	4	0	0

# Source: PubChem BioAssay (several laboratories)
